Screening results: PubChem, several laboratories
MEX-5 binding: MEX-5 zinc finger RNA-binding disruptors – biochemical, C. elegans, fluorescence polarization, MLPCN library, primary screen; activity score (negative = inhibition of binding), % at 10 µM; 0.38% of 300,000 active; AID 1832, 2009; MEX-5/FITC-TCR2 RNA binding; hits give low values;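 active = inhibition past about -25% in most replicates, and total fluorescence under double the plate's negative control median, limit read from the data; inconclusive = replicates evenly split on the limit, or fluorescence at least double controls; inactive = too little inhibition in most replicates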;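 note: 0% = DMSO and -100% = 5 µM competing unlabeled TCR2 RNA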
Bcl-xL primary: inhibitors of human Bcl-xL, primary screen, biochemical, fluorescence polarization, HTS; Bcl-2-like protein 1 (Homo sapiens), Q07817; GST-Bcl-xL / FITC-Bim BH3 peptide fluorescence polarization; inhibition, % at 10.9 µM; 0.7% of 320,000 active; AID 2129, 2009;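 active = inhibition above the mean of all tested compounds plus 3 SD, cutoff set per campaign, cut at about 30% in these data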;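 note: 0% = DMSO wells and 100% = unlabeled Bim-BH3 peptide competitor; inhibitors lower millipolarization by displacing the labeled peptide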
Efflux pump mplx: inhibitors of Candida efflux pumps in yeast, primary screen, S. cerevisiae, Nile Red, multiplex; S. cerevisiae Candida pump triplex; inhibition, % at 10 µM; 0.44% of 330,000 active; AID 485275, 2010;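 active = plate passing quality check with inhibition over a set limit, or well fluorescence over plate mean plus 4 SD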;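 note: Nile Red retained in pooled yeast measured as flow cytometry median fluorescence; 0% = buffer negative control and 100% = Enniatin B positive control; higher means more Nile Red kept so more efflux inhibition; some compounds called inactive have numbers as strong as hits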
GRK2 aptamer HTS: compounds blocking aptamer binding on GRK2 – biochemical, human GRK2, bead flow cytometry, HTS, primary screen; Beta-adrenergic receptor kinase 1 (Homo sapiens), P25098; FAM-aptamer displacement from GRK2; inhibition of aptamer binding, % at 10 µM; 0.59% of 330,000 active;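 active = inhibition of aptamer binding above 40%, roughly 3 SD of noise, on plates passing a quality check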;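 note: median bead fluorescence of bound FAM aptamer so fluorescent compounds give negative values; no value below 0 was filed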
Target sequence (P25098 whole entry, looked up): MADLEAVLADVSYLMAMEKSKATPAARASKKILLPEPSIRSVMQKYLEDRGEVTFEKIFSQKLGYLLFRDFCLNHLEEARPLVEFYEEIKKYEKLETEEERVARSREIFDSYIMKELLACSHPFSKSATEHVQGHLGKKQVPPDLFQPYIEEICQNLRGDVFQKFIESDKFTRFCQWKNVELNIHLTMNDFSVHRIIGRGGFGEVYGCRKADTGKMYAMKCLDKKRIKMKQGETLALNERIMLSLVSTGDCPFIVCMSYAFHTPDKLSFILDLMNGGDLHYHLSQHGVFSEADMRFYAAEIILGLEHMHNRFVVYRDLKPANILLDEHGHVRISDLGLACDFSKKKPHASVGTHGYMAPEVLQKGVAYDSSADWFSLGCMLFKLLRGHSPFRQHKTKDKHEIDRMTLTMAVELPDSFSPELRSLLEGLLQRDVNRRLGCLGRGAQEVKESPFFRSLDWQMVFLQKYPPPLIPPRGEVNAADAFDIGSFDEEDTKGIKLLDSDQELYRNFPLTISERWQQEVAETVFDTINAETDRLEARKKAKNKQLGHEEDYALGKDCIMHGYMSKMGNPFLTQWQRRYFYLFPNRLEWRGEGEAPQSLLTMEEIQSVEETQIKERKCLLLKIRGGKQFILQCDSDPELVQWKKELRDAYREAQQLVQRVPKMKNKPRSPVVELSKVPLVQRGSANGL
Fam108B counter: mouse Fam108B serine hydrolase inhibitors, primary screen, counter-screen for RBBP9 inhibitor project, biochemical, fluorescence polarization; inhibition, % at 9.51 µM; 0.33% of 300,000 active; recombinant Fam108B, FP-Rh probe fluorescence polarization; AID 1947, 2009;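 active = inhibition above the screen mean inhibition plus 3 SD, computed separately per campaign, cut at about 18% in these data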;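 note: inhibitors lower polarization as less probe binds the enzyme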
VLA-4 inh: inhibition in human VLA-4 binding assay, primary screen, VLA-4 allosteric modulator project, MLPCN library, flow cytometry, VLA-4 expressing cells. 0.2% of 330,000 active. ligand binding flow cytometry. Integrin alpha-4 (Homo sapiens), P13612. inhibition, % (about 7 µM as worked out from the volumes in the protocol). AID 2557, 2010; in the data active = inhibition above about 50%
MCL1-BIM inh: inhibitors of MCL1 binding to BIM-BH3, primary screen, biochemical, fluorescence polarization; 0.68% of 320,000 active; GST-MCL1 / FITC-Bim-BH3 fluorescence polarization; AID 2057, 2009; inhibition, % at 10.9 µM; Induced myeloid leukemia cell differentiation protein Mcl-1 (Homo sapiens), Q07820;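 active = inhibition above the mean inhibition of all tested compounds plus 3 SD, set per campaign, cut at about 40% in these data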;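 note: 0% = DMSO wells and 100% = unlabeled Bim-BH3 peptide control; higher means more loss of mP so more displacement of Bim peptide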
Target sequence (Q07820 whole entry, looked up): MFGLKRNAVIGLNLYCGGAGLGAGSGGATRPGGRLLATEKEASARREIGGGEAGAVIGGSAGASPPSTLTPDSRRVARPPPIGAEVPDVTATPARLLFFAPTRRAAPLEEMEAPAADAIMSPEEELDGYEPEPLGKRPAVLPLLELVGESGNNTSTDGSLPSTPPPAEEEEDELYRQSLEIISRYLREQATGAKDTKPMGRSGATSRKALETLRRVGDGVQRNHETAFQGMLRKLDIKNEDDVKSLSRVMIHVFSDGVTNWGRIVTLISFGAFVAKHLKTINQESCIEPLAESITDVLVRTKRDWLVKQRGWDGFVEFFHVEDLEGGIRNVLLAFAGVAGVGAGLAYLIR
GLD-1 TGE inh: GLD-1/TGE RNA complex disruptors, primary screen, biochemical, fluorescence polarization; Female germline-specific tumor suppressor gld-1 (Caenorhabditis elegans), Q17339; purified GLD-1 + fluorescein TGE RNA; inhibition, % at 5.96 µM; 0.44% of 320,000 active;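 active = percent inhibition above a per-plate cutoff, the plate mean of test compounds plus 3 SD, cut at about 30% in these data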;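 note: 0% = DMSO wells with GLD-1 and probe and 100% = wells lacking GLD-1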
PME-1 inh: PME-1 inhibitors via competitive probe labeling, primary screen, biochemical, fluorescence polarization, FP-Rh probe, HTS; Protein phosphatase methylesterase 1 (Homo sapiens), Q9Y570; recombinant PME-1; inhibition, % at 5.9 µM; 0.53% of 320,000 active; AID 2130, 2009;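 active = inhibition above the campaign mean of all compounds plus 3 SD, cut at about 26% in these data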;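 note: competitive labeling of PME-1 active site by serine hydrolase directed probe; 0% = PME-1 with DMSO and 100% = wells lacking PME-1 enzyme; inhibitors block probe labeling so polarization falls and inhibition rises; many of its hits are not listed in these tables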
* hit, by the source's call; i = inactive; ? = inconclusive; · = no result given. Not all compounds are listed; rates above refer to the full screens.

SMILES | MEX-5 binding | Bcl-xL primary | Efflux pump mplx | GRK2 aptamer HTS | Fam108B counter | VLA-4 inh | MCL1-BIM inh | GLD-1 TGE inh | PME-1 inh
COC(=O)c1cc2occc2n1CC(=O)Nc1ccc(C)cc1C | 0.9 | 5 | 0.1 | 0 | -1 | 1 | 1 | 10 | -5
O=C(c1cccc(S(=O)(=O)N2CCCCC2)c1)N1CCN(c2ccccc2)CC1 | -1.3 | · | 0.1 | 0 | · | -11 | · | · | ·
COc1ccc(CCNC(=O)c2ccc(CSc3ccccc3)o2)cc1 | 0.7 | 4 | 0.1 | 1 | 3 | 10 | 0 | 0 | -3
COc1ccc(N2CCN(CC(O)COc3ccc(C)cc3C)CC2)cc1 (stereo not given) | 0.7 | 3 | 0.2 | 3 | 6 | 12 | 0 | -5 | 0
CC(=O)N1C(Nc2ccc(Cl)cc2)CCN1c1ccccc1 (stereo not given) | -3.6 | 1 | 0.3 | 1 | 0 | 15 | 2 | -3 | 5
COc1ccc(C(=O)c2cn(-c3cccc(Br)c3)nc2C(C)=O)cc1 | 0.2 | 4 | -0.1 | 3 | -2 | 16 | 3 | 1 | -1
CCC(C)(C)C1CCc2nc3ccccc3c(C(=O)OC(C)C(=O)Nc3c(C)n(C)n(-c4ccccc4)c3=O)c2C1 (stereo not given) | -1.1 | 2 | 0.0 | 5 | 4 | 25 | 5 | -1 | -1
CNC(=O)c1ccc(NC(=O)CCc2c(C)noc2C)cc1 | · | -5 | 0.2 | 0 | · | 10 | -10 | -1 | -2
CCc1ccc(N2CC(C(=O)Nc3cccnc3)CC2=O)cc1 (stereo not given) | -2.1 | 8 | -0.1 | 1 | 5 | -5 | 2 | 10 | -2
COc1ccc(NC(=O)CSc2ncnc3c2cnn3CCc2ccccc2)cc1 | 4.5 | 4 | 0.0 | 2 | 0 | 1 | 6 | 1 | -6
O=S(=O)(NCCc1cn2ccccc2n1)c1ccc2c(c1)OCCO2 | 3.6 | 6 | 0.0 | 1 | -3 | 4 | 7 | 4 | 4
Cc1ccc(/C=C2\SC(=S)N(c3cccnc3)C2=O)o1 | -2.3 | 17 | 0.1 | 8 | 1 | -14 | 17 | 15 | -2
COc1ccc(S(=O)(=O)N/N=c2\oc3c(OC)cccc3cc2S(=O)(=O)c2ccc(C)cc2)cc1OC | -3.6 | 9 | 0.1 | 6 | -1 | 2 | 3 | 5 | 5
COC(=O)/C=C1\SC(=NC(=O)c2ccc(OC)cc2)NC1=O | -3.1 | 7 | 0.5 | 1 | -3 | 7 | 3 | -3 | 2
O=C(Cc1ccc(Br)cc1)N1CCN(c2ccccc2)CC1 | -3.0 | 2 | 0.1 | 0 | -1 | 2 | 3 | 2 | 1

Rewritten field by field: entries from further up.
compound: CCc1ccc(N2CC(C(=O)Nc3cccnc3)CC2=O)cc1 (stereo not given)
  MEX-5 binding: -2.1 | Bcl-xL primary: 8 | Efflux pump mplx: -0.1 | GRK2 aptamer HTS: 1 | Fam108B counter: 5 | VLA-4 inh: -5 | MCL1-BIM inh: 2 | GLD-1 TGE inh: 10 | PME-1 inh: -2
compound: COc1ccc(NC(=O)CSc2ncnc3c2cnn3CCc2ccccc2)cc1
  MEX-5 binding: 4.5 | Bcl-xL primary: 4 | Efflux pump mplx: 0.0 | GRK2 aptamer HTS: 2 | Fam108B counter: 0 | VLA-4 inh: 1 | MCL1-BIM inh: 6 | GLD-1 TGE inh: 1 | PME-1 inh: -6
compound: O=S(=O)(NCCc1cn2ccccc2n1)c1ccc2c(c1)OCCO2
  MEX-5 binding: 3.6 | Bcl-xL primary: 6 | Efflux pump mplx: 0.0 | GRK2 aptamer HTS: 1 | Fam108B counter: -3 | VLA-4 inh: 4 | MCL1-BIM inh: 7 | GLD-1 TGE inh: 4 | PME-1 inh: 4
compound: Cc1ccc(/C=C2\SC(=S)N(c3cccnc3)C2=O)o1
  MEX-5 binding: -2.3 | Bcl-xL primary: 17 | Efflux pump mplx: 0.1 | GRK2 aptamer HTS: 8 | Fam108B counter: 1 | VLA-4 inh: -14 | MCL1-BIM inh: 17 | GLD-1 TGE inh: 15 | PME-1 inh: -2

(next part)
SMILES | MEX-5 binding | Bcl-xL primary | Efflux pump mplx | GRK2 aptamer HTS | Fam108B counter | VLA-4 inh | MCL1-BIM inh | GLD-1 TGE inh | PME-1 inh
CC(CC(=O)N1CCc2ccccc21)c1ccccc1 (stereo not given) | 4.0 | 4 | -0.1 | 0 | -3 | -3 | -10 | -4 | -3
O=C(c1cccs1)N(Cc1cc2ccccc2[nH]c1=O)CC1CCCO1 (stereo not given) | -1.7 | -6 | 0.0 | 2 | -6 | 2 | -1 | 7 | -1
O=C1S/C(=C/c2ccc(N3CCOCC3)o2)C(=O)N1Cc1c(F)cccc1Cl | 5.4 | -76 | 0.2 | 0 | -3 | i | -115 | -88 | 2
O=C(Nc1cc(S(=O)(=O)Nc2ccccc2Cl)ccc1O)c1sc2cc(Cl)ccc2c1Cl | -0.9 | 0 | 0.0 | 0 | -3 | -6 | 6 | 4 | -6
CCC(=O)Nc1cccc2cccnc12 | 2.5 | 2 | 0.1 | 4 | -5 | 8 | -8 | -4 | -1
CCOc1ccccc1C1C2CCCCC2(O)CCN1C(=O)c1cccs1 (stereo not given) | 2.0 | 0 | -0.4 | 0 | 0 | -9 | -12 | -4 | 1
CC(C)C12CN3CC(C(C)C)(CN(C1)C3c1ccc([N+](=O)[O-])o1)C2=O (stereo not given) | 0.3 | -2 | 0.0 | 0 | 1 | -2 | -5 | -1 | 1
CC(=O)NCCn1c(SCC(=O)NCCC2=CCCCC2)nc2ccccc2c1=O | -2.0 | 9 | -0.1 | 0 | 2 | 8 | -5 | 4 | -2
COCCn1c(C(=O)N2CCCC2)cc2c1C[C@H]1CN(C(=O)c3ccccc3)[C@@](Cc3ccc(F)cc3)(C(=O)OC)[C@@H]21 | · | 1 | 0.0 | 0 | -2 | 2 | -2 | 6 | -3
Cc1sc(NC(=O)c2ccccc2)c(C(=O)NC(C)C)c1C | -1.6 | 2 | 0.0 | 2 | 4 | 17 | 4 | -1 | -1
O=C(Nc1cccc(C(F)(F)F)c1)N1CCC(c2nc(-c3ccc(F)cc3)no2)CC1 | -1.2 | 3 | 0.1 | 0 | -31 | 29 | 7 | 5 | -46
CCOc1ccc(C2C(C(=O)c3ccco3)=C(O)C(=O)N2CCCn2ccnc2)cc1OCC (stereo not given) | -4.5 | -1 | 0.1 | 0 | 0 | 8 | 1 | 1 | 0
COc1ccc(OC(=O)c2ccc3nsnc3c2)cc1 | 0.7 | -1 | -0.1 | 0 | 3 | 9 | 1 | 5 | -3
Cc1nc2sc3c(=O)[nH]nnc3c2c(C)c1Br | -0.8 | 1 | 0.1 | 4 | -4 | 11 | 0 | -2 | 1
Cc1c(C(=O)N2CCCC2)c(S(=O)(=O)N2CCCCC2)c(C)n1C | 2.1 | -4 | 0.2 | 1 | 3 | 1 | -1 | -5 | -4
Nc1c(Cl)cc(-c2csc(N3CCCC3c3nc4cc(Cl)c(N5CCCCC5)cc4n3CCCO)n2)cc1Cl (stereo not given) | 4.6 | -3 | · | · | 5 | · | -16 | -1 | 1
CC(C)(C)OC(=O)N1CCC(c2c(C(=O)NCC3CCN(C4CCCC4)C3)cnn2-c2ccccc2Cl)CC1 (stereo not given) | -2.6 | 5 | 0.2 | 0 | 2 | 1 | 10 | 1 | 1
O=C(NCc1ccco1)C(c1ccccc1)N(CC1CCCO1)C(=O)Cn1nnc2ccccc21 (stereo not given) | 1.8 | 4 | 0.0 | 0 | 5 | 7 | 1 | 11 | -1
CCn1c(C)csc1=NC(=O)c1ccccc1 | -4.5 | 6 | -0.1 | 7 | 3 | 19 | 7 | 3 | -6
COc1cccc(NS(=O)(=O)c2ccc3[nH]cc(C(=O)N(C)Cc4ccco4)c(=O)c3c2)c1 | 0.7 | 10 | -0.1 | 29 | -7 | -13 | 7 | 1 | -8
NNC(=O)CSCc1nc(-c2ccc(Cl)cc2)cs1 | 4.0 | 2 | -0.1 | 3 | -5 | 11 | 7 | 5 | -3
CC(C)(C)OC(=O)NCc1ccc(NC(=O)c2nc[nH]c2C(=O)NCCCCCCNC(=O)c2[nH]cnc2C(=O)Nc2ccc(CNC(=O)OC(C)(C)C)cc2)cc1 | · | · | 1.8* | 3 | · | -35 | · | 5 | ·
CCOC(=O)c1ccc(NC(=O)COc2ccc(S(=O)(=O)NC(C)(C)C)cc2)cc1 | -1.6 | 2 | -0.1 | 1 | -1 | -2 | -7 | 2 | -9
COc1ccc(CCNc2nc(C)c(C(C)=O)s2)cc1OC | 1.2 | 6 | -0.1 | 2 | -2 | 1 | 4 | -6 | -1
Cc1ccc(S(=O)(=O)N2CCCCC2)cc1NC(=O)COC(=O)c1ccc2c(c1)OCO2 | -1.1 | 2 | -0.1 | 1 | -3 | 4 | -2 | -2 | 40*
CCOC(=O)c1ccccc1NC(=O)COC(=O)c1cc([N+](=O)[O-])ccc1N1CCOCC1 | -1.5 | 1 | -0.1 | 0 | 1 | 6 | -4 | 5 | 4
COc1cc(OC)cc(C(=O)Nc2nnc(SCC(=O)NCC3CCCO3)s2)c1 (stereo not given) | -0.4 | 3 | 0.2 | 0 | 1 | -15 | 4 | 4 | 2
COc1ccc(/C=C(\NC(=O)c2ccc(OC)cc2)C(=O)Nc2ccc(C(=O)O)cc2)cc1 | -3.1 | · | 0.2 | 1 | · | 26 | · | · | ·
CN(NC1CC(=O)N(c2ccccc2)C1=O)c1ccccc1 (stereo not given) | · | 5 | -0.1 | 0 | 10 | 6 | -5 | 8 | -1
CCn1c(/C=C/Nc2ccccc2)[n+](CC)c2cc(Cl)c(Cl)cc21 | 0.2 | -9 | 0.0 | 0 | 1 | 21 | -30 | -2 | -1
C/C=C/c1ccc(OCCCCOc2ccccc2C(C)=O)c(OC)c1 | 0.8 | 4 | -1.1 | 0 | 0 | 16 | 0 | 7 | 7
CN1CCN(C(=O)C2=C[C@@H](c3coc4ccccc4c3=O)C[C@@H](OCc3ccc(CO)cc3)O2)CC1 | 1.8 | -1 | · | · | 1 | · | 1 | 10 | -1
CC1CCN(C(=O)CCN2C(=O)/C(=C/c3cccs3)SC2=S)CC1 | ? | -2 | -0.4 | 4 | 2 | 3 | -4 | -3 | 2
Cn1ncc2c(NNC(=O)c3ccc(O)cc3)ncnc21 | ? | -4 | -0.1 | 1 | 0 | 1 | 4 | 4 | -11
